EPAC2 antagonist = qHTS for Antagonist of cAMP-regulated guanine nucleotide exchange factor 2 (EPAC2): primary screen; EPAC2 GEF exchange of Rap1B-BODIPY-GDP, fluorescence; Potency, µM (series often up to 114 µM), for inactives: at the highest dose activity, negative = inhibition, hits mostly inhibitors; 360,000 tested, 0.18% active; Rap guanine nucleotide exchange factor 4 (Homo sapiens), Q8WZA2; also: potency is read from the fitted curve at half-maximal effect; % is scaled to controls: 0 for no effect and ±100 for the full control effect; nearly all actives have a fitted effect of over 45% in size; many of its hits are not listed in these tables
PI5P4K alpha inh = qHTS for Inhibitors of phosphatidylinositol 5-phosphate 4-kinase (PI5P4K) | max response, % | PI5P4Kalpha enzyme, ADP-Glo luminescence, 60 min; active compounds read low | 330,000 tested, 1.2% active; active = max response of -50% or lower; inconclusive = between -30% and -50%; inactive = -30% or higher; also: value at the top dose of about 77 µM; % is scaled to controls: 0 for no effect and ±100 for the full control effect
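Compounds were pin-transferred onto PI5P4Kalpha and substrate in HEPES pH 7.4 buffer with EGTA, CHAPS and 5% DMSO. ATP (5 microM final) started the reaction, which ran 60 minutes at room temperature before ADP-Glo detection.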
EPAC1 antag = qHTS for Antagonist of cAMP-regulated guanine nucleotide exchange factor 3 (EPAC1): primary screen. EPAC1 GEF assay, Rap1b-BODIPY-GDP exchange fluorescence. 360,000 tested, 0.14% active. AID 720709, 2013. Potency, µM (series often up to 115 µM), without a hit: top-dose activity change, negative = inhibition, hits mostly inhibitors. Rap guanine nucleotide exchange factor 3 (Homo sapiens), O95398;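 also: potency is read from the fitted curve at half-maximal effect; plate controls were vehicle for no effect and positive control for full effect; nearly all actives have a fitted effect of over 50% in size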
Mm-Cpn inhibitor = Inhibitors of TCP-1 ring complex (TRiC) of Methanococcus maripaludis (MmCpn): qHTS | purified Mm-Cpn ATPase, ADP Transcreener TR-FRET | Chaperonin Mm-Cpn (Methanococcus maripaludis) | Potency, µM (series often up to 76.9 µM), without a hit: at the highest dose activity, negative = inhibition, actives largely listed as inhibitors | 330,000 tested, 0.031% active; also: potency is read from the fitted curve at half-maximal effect; % is scaled to controls: 0 for no effect and ±100 for the full control effect; nearly all actives have a fitted effect of over 80% in size
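ATP (10 uM final) was added to archaeal chaperonin (25 nM final) after 10 min exposure to test compound at 37°C; after 30 min further incubation, ADP was detected by competitive TR-FRET.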
CCT modulator = High-Throughput Screening for Modulators of Cytosolic Chaperonin Activity; purified chaperonin ATPase assay, HTRF ADP detection, 30 min; activity change, % (test concentration not listed), hits read low; 360,000 tested, 0.3% active; in the data active = activity change below about -30%; also: % is scaled to controls: 0 for no effect and ±100 for the full control effect
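ATPase activity: ADP formed was measured by HTRF Transcreener (665/615 nm ratio) after 30 min at 37 deg C with 10 uM ATP. Compounds screened at one 76 uM concentration against 40 or 20 nM TRiC in Tris pH 7.4/KCl/MgCl2/DTT buffer.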
PLK1 PBD inh = qHTS for Inhibitors of PLK1-PDB (polo-like kinase 1 - polo-box domain): Primary Screen | Plk1 PBD binding of FITC phosphopeptide, fluorescence polarization | 360,000 tested, 2.8% active | Potency, µM, inactives show max response, negative = inhibition, most hits filed as inhibitors | Serine/threonine-protein kinase PLK1 (Homo sapiens), P53350 | AID 720504, 2013; also: potency is read from the fitted curve at half-maximal effect; series mostly up to about 57 µM; % is scaled to controls: 0 for no effect and ±100 for the full control effect; nearly all actives have a fitted effect of over 65% in size
WRN inhibitor = qHTS for Inhibitors of WRN Helicase | 360,000 tested, 0.46% active | AID 651768, 2012 | WRN helicase unwinding, fluorescent forked duplex, kinetic | Potency, µM (doses to about 114 µM), for the others: top-dose activity change, negative = inhibition, actives largely listed as inhibitors; also: potency is read from the fitted curve at half-maximal effect; % is scaled to controls: 0 for no effect and ±100 for the full control effect; nearly all actives have a fitted effect of over 55% in size
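Enzyme (20 nM final) and test compound sit together 15 min at room temperature before substrate addition. Substrate is a single-forked duplex oligonucleotide (100 nM) labelled with fluorophore and quencher, with 2 mM ATP; helicase unwinding raises red fluorescence, read kinetically.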
EPAC1 agonist = qHTS for Agonist of cAMP-regulated guanine nucleotide exchange factor 3 (EPAC1): primary screen; Rap guanine nucleotide exchange factor 3 (Homo sapiens), O95398; EPAC1 agonist qHTS, biochemical assay; response scale: 100% = response to 6.5 mM cAMP; Potency, µM (highest dose often 154 µM), inactives show at the highest dose activation, actives largely listed as activators; 360,000 tested, 0.073% active; AID 720707, 2013; also: potency is read from the fitted curve at half-maximal effect; nearly all actives have a fitted effect of over 60% in size
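Nucleotide exchange assay: 100 nM EPAC1 with 250 nM Rap1B loaded with BODIPY-GDP and 50 uM GDP, room temperature. Fluorescence (480/540 nm) read every 5 min for 30 min; signal change normalized to 6.5 mM cAMP as full agonist.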
Active calls of the source: *; ? = inconclusive; · = not tested or not shown; [ ] = remark or other dose. Unless noted, calls follow the shape of the dose curve; as a rule, active = well fitted curve in the direction sought with a large enough effect; inconclusive = small, poorly fitted or top-dose-only effect, or another doubt; inactive = no such curve, though single readings can be large; an effect the other way counts as inactive or inconclusive.

SMILES	EPAC2 antagonist	PI5P4K alpha inh	EPAC1 antag	Mm-Cpn inhibitor	CCT modulator	PLK1 PBD inh	WRN inhibitor	EPAC1 agonist
CC(C)c1cc(C(=O)N(C)C2CCCN(Cc3ccccc3F)C2)n(C)n1 (stereo not drawn)	7%	-10	5%	·	0.1	-5%	11%	-4%
Cc1cc(C(C)(C)C)cc(C)c1Cn1c2[n+](c3ccc(C(F)(F)F)cc31)CCCCC2	-21%	3	-12%	-1%	-5.3	0%	-29%	-6%
O=C(N/N=C/C1C(c2ccccc2)C1(Cl)Cl)c1cccc(Cl)c1 (stereo not drawn)	8%	4	-8%	1%	1.2	-10%	-32%[57.1 µM]	-3%
CCN1CCN(C(=S)c2ccc(-c3ccccc3)cc2)CC1	-2%	-1	?	-3%	2.3	11µM*	-4%	-3%
Cc1cc(C)c(NC(=O)CCN2C(=O)c3ccccc3S2(=O)=O)c(C)c1	15%	1	0%	0%	1.1	7%	6%	-3%
C=CC[C@H](CC(=O)N(CCO)Cc1ccccc1)C(=O)N[C@H](COC(=O)[C@@H](CC=C)Cc1ccc(F)cc1)Cc1c[nH]c2ccccc12	0%	3	?	-12%	-1.5	-6%	-2%	-16%
CCOc1cc(N2CCOCC2)c(OCC)cc1NC(=O)c1oc2ccccc2c1C	4%	-6	-16%	-1%	-3.7	-15%	-7%	15%
CN1C(=O)C2(CCCCC2)C1c1ccccc1 (stereo not drawn)	-2%	6	5%	2%	0.1	-16%	2%	7%
O=C(COc1ccc(Br)cc1Br)NN1C(=O)c2ccccc2C1=O	-10%	5	-22%	·	0.4	-7%	-16%	0%
CCCCC(=O)N(Cc1nc2sc(C)c(C)c2c(=O)[nH]1)C1CCCC1	0%	0	-15%	-3%	-0.8	-10%	2%	-3%
O=C(Cc1cccs1)N=Nc1c(O)[nH]c2ccccc12	-5%	-25	-4%	-3%	1.1	0%	-12%	4%
Cc1cccc(/N=C/C2=C(O)CC(C)(C)CC2=O)n1	5%	3	-10%	-2%	0.7	0%	-9%	2%
COCCCNC(=O)COc1ccc(S(=O)(=O)Nc2ccccc2)cc1	-2%	-2	1%	1%	-0.6	-2%	-2%	7%
O=C(c1ccccc1)N1CCn2c1nc1ccccc12	-11%	-5	-2%	2%	0.6	27µM*	1%	-2%
Fc1cccc(CCN2CCNC[C@@H]2Cc2ccccc2)c1	-3%	-2	-8%	·	0.5	-18%	-3%	-4%
COc1ccc(-c2csc(NC(=O)c3ccccc3NS(=O)(=O)c3ccc(F)c(F)c3)n2)cc1	16µM*	-23	50µM*	3%	0.5	21µM*	?	-1%
Cn1ccsc1=NC(=O)c1ccccc1F	2%	-3	3%	0%	0.1	4%	-1%[57.1 µM]	0%
COc1ccc(NC(=O)c2cccnc2)cc1	16%	-2	-3%	-1%	-0.2	-9%	5%	5%
Cc1ccccc1NC(=O)CSc1ccc(-c2ccccn2)nn1	7%	-8	-10%	0%	1.0	0%	-6%	-5%
CCC(C(=O)NC1CCCCCC1)n1nc(C)n2c(cc3occc32)c1=O (stereo not drawn)	4%	-4	2%	-2%	0.1	-3%	-3%[57.1 µM]	-7%
c1cnn2c(-c3ccc4c(c3)CCO4)cnc2c1	-1%	-2	-9%	·	0.3	-10%	3%	0%
C[C@]12CC[C@H](O)CC1=CCC1C2CC[C@@]2(C)C1CC[C@@H]2NC(=O)[C@@H](N)Cc1ccccc1 (stereo partly drawn)	1%	-19	5%	0%	1.6	3%	-10%	4%
Cc1ccc(S(=O)(=O)NNC(=O)CCCCC(=O)NNS(=O)(=O)c2ccc(C)cc2)cc1	-9%	5	-1%	-1%	-1.3	-19%	-13%	-3%
COc1ccc(CN2C(=O)CSCC2=O)cc1OC	5%	5	0%	-1%	-0.3	-14%	1%	-4%
CCCN(CCC)CCCNC(=O)CS(=O)Cc1nc(-c2ccc(OC)c(OC)c2)oc1C (stereo not drawn)	15%	-13	0%	-4%	0.5	-8%	12%	1%

9 entries from above, arranged by SMILES length, lowest first:
SMILES	EPAC2 antagonist	PI5P4K alpha inh	EPAC1 antag	Mm-Cpn inhibitor	CCT modulator	PLK1 PBD inh	WRN inhibitor	EPAC1 agonist
Cn1ccsc1=NC(=O)c1ccccc1F	2%	-3	3%	0%	0.1	4%	-1%[57.1 µM]	0%
c1cnn2c(-c3ccc4c(c3)CCO4)cnc2c1	-1%	-2	-9%	·	0.3	-10%	3%	0%
Cc1cccc(/N=C/C2=C(O)CC(C)(C)CC2=O)n1	5%	3	-10%	-2%	0.7	0%	-9%	2%
O=C(COc1ccc(Br)cc1Br)NN1C(=O)c2ccccc2C1=O	-10%	5	-22%	·	0.4	-7%	-16%	0%
O=C(N/N=C/C1C(c2ccccc2)C1(Cl)Cl)c1cccc(Cl)c1 (stereo not drawn)	8%	4	-8%	1%	1.2	-10%	-32%[57.1 µM]	-3%
CCCCC(=O)N(Cc1nc2sc(C)c(C)c2c(=O)[nH]1)C1CCCC1	0%	0	-15%	-3%	-0.8	-10%	2%	-3%
CCCN(CCC)CCCNC(=O)CS(=O)Cc1nc(-c2ccc(OC)c(OC)c2)oc1C (stereo not drawn)	15%	-13	0%	-4%	0.5	-8%	12%	1%
Cc1cc(C(C)(C)C)cc(C)c1Cn1c2[n+](c3ccc(C(F)(F)F)cc31)CCCCC2	-21%	3	-12%	-1%	-5.3	0%	-29%	-6%
C[C@]12CC[C@H](O)CC1=CCC1C2CC[C@@]2(C)C1CC[C@@H]2NC(=O)[C@@H](N)Cc1ccccc1 (stereo partly drawn)	1%	-19	5%	0%	1.6	3%	-10%	4%

Following part:
SMILES	EPAC2 antagonist	PI5P4K alpha inh	EPAC1 antag	Mm-Cpn inhibitor	CCT modulator	PLK1 PBD inh	WRN inhibitor	EPAC1 agonist
Cc1ccc(-c2nnn(CC(=O)Nc3ccc(S(=O)(=O)N4CCC(C)CC4)cc3)n2)cc1	-10%	-1	-12%	-1%	-1.7	-12%	-20%	-6%
CC(=O)n1c(C=Nc2ccc(Cl)cc2)c(O)c2ccccc21	135%[activator]	-1	4%	2%	0.0	6.7µM*	-2%	4%
COC(=O)c1c(-n2cnnn2)sc(C)c1C	-18%	·	-9%	1%	1.1	-10%	-10%	3%
O=C(NCC1CCCO1)C1CCN(C(=O)c2ccc(Br)cc2)CC1 (stereo not drawn)	0%	·	-10%	-3%	2.3	-7%	2%	-1%
Cc1nn(CC(=O)NCCN2CCOCC2)c(=O)c2cc3sccc3n12	1%	0	-19%	-1%	-0.1	0%	1%	7%
CC12CCCC(CC(=O)O)(C1)NC(=O)C2 (stereo not drawn)	-10%	-3	15%	·	-0.7	-6%	4%	6%
COc1ccc(CCNC(=O)Cn2c(=O)n(-c3cc(F)ccc3F)c(=O)c3sccc32)cc1OC	16%	1	-20%	1%	1.3	-2%	0%	-8%
N=C(N)c1ccc(OCCCCCOc2ccc(C(=N)N)cc2)cc1	21%	21	-1%	-3%	-1.2	3%	-19%	-7%
Cc1ccc(-c2csc(NC(=O)C[n+]3cc(-c4ccc(C)cc4)n4c3CCC4)n2)cc1	0%	6	0%	1%	-2.9	-3%	-2%	8%
COc1ccc2nc(N3C(=O)C(O)=C(C(=O)c4ccco4)C3c3ccc(C)o3)sc2c1 (stereo not drawn)	-3%	-50*	?	?	0.3	19µM*	-28%	17%
O=C(NCc1ccc(Cl)cc1)c1ccc(OCC2CCCO2)cc1 (stereo not drawn)	-4%	8	1%	2%	-2.4	2%	-2%	-2%
CC1CCCC(NC(=O)Cn2cc3c(n2)CCCCC3)C1C (stereo not drawn)	-14%	1	-12%	0%	-5.0	-5%	2%	1%
Cc1cc(C)c2[nH]c3nc(SCC(=O)O)nnc3c2c1	-5%	-2	-5%	0%	-1.5	2%	-5%	-9%
Cc1nc2ccccc2c2c1CC(C)S2 (stereo not drawn)	6%	2	5%	-5%	-0.8	-7%	4%	7%
Cc1cc2ccccn2c1C(=O)Nc1ccccc1	5%	-4	6%	-10%	7.8	-3%	-3%	-12%
CCOC(=O)C1CCN(c2ncnc3c2oc2ccc(Cl)cc23)CC1	-24%[57.1 µM]	2	-16%	-3%	1.4	-17%	-6%	11%
CCOC(=O)CC1=NS(=O)(=O)c2ccccc2N1	22%	0	17%	1%	3.2	-7%	-2%	2%
Nc1nc(SCC(=O)Nc2cc(S(=O)(=O)N3CCOCC3)ccc2Cl)n[nH]1	-11%	5	-13%	0%	0.4	-8%	-2%	6%
CN(Cc1ccccc1)C(=O)CSc1cc(=O)n(C)c2ccccc12	-4%	-3	5%	3%	-6.6	-20%	1%	-2%
CN(CCO)Cc1csc2ccc(Br)cc12	6%	7	-3%	0%	4.7	3%	-12%	-2%
Cc1cccc(NS(=O)(=O)c2cc(C(=O)N3CCCCCC3)ccc2C)c1	-8%	2	-12%	0%	-2.0	-9%	-5%	4%
COc1ccc(NC(=O)C(=O)NCC(=O)Nc2cccc(C(F)(F)F)c2)cc1	-7%	4	-20%	1%	-45*	-2%	-5%	12%
Cc1ccc(S(=O)(=O)Nc2cc(Cl)c(O)c3ncccc23)cc1	11%	?	0%	-4%	-0.1	?	2%	-2%
COc1ccc(N2CCN(C(=O)c3cc4ccccc4o3)CC2)cc1	-6%	6	-3%	-22%	-3.2	-3%	-4%	1%
C=CCn1c(SCC(=O)N(CCO)CCO)nc2sc3c(c2c1=O)CCC3	1%	-2	12%	2%	-0.1	-1%	4%	5%

Screens deposited in PubChem BioAssay by National Center for Advancing Translational Sciences (NCATS).

This is a subset, so the mix of outcomes need not match the whole.
